# Giardia FBPA inh – qHTS Assay for Inhibitors of Fructose-1,6-bisphosphate Aldolase from Giardia Lamblia; Potency, µM (series often up to 59.6 µM), for the others: top-dose activity, negative = inhibition, usual class: inhibitors; hit rate 0.71% among 290,000; purified Giardia FBPA; A8B2U2; also: potency is read from the fitted curve at half-maximal effect; nearly all actives have a fitted effect of over 55% in size
# Target sequence (A8B2U2 whole entry, looked up): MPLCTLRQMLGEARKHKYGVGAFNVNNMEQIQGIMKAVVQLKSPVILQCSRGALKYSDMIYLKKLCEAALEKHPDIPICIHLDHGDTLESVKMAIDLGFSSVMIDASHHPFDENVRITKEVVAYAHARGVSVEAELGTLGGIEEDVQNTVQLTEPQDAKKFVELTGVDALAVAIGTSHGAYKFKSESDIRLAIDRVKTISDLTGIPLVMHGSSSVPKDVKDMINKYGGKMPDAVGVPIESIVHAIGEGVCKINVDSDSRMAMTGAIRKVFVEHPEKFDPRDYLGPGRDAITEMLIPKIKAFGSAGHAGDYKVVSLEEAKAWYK
#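 Giardia FBPA (40 nM reagent) was preincubated 10 min at RT with compound (up to 57.5 uM final), then substrate plus GAPDH/TPI/NAD/arsenate coupling system with diaphorase/resazurin was added; resorufin fluorescence (525/598 nm) was read after 20 min.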
# AmpC inh detg – qHTS Inhibitors of AmpC Beta-Lactamase (assay with detergent); Potency, µM (doses to about 114 µM), without a hit: at the top dose activity change, negative = inhibition, actives largely listed as inhibitors; hit rate 0.041% among 370,000; P00811; AmpC hydrolysis of nitrocefin, absorbance 480 nm, 0.01% Triton;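 also: potency is read from the fitted curve at half-maximal effect; 0% = no-compound wells and -100% = no-enzyme wells; nearly all actives have a fitted effect of over 25% in size; some results filed as inactive show a strong effect at the top dose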
# Target sequence (P00811 whole entry, looked up): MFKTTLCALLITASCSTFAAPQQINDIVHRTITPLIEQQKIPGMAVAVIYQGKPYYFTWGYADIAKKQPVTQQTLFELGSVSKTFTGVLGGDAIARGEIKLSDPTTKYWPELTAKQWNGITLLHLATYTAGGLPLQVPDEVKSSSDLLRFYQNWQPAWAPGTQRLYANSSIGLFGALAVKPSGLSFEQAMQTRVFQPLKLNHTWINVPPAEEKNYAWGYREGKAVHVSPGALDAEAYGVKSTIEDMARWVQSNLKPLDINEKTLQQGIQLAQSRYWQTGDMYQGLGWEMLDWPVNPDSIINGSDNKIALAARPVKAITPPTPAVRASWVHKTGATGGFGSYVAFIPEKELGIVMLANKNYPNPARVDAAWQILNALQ
#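 20 mM phosphate pH 7.0 + 0.01% (detergent screen) or 0.0001% Triton X-100; 5.3 nM AmpC reagent; cpd preinc 15 min RT; nitrocefin (800 uM stock) to start; A480 q20 s × 4 min; Activity was normalised to no-enzyme and no-compound control wells.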
# HCV inhibitor – qHTS Assay for Inhibitors of Hepatitis C Virus (HCV); Huh7.5.1 HCVcc-Cre infection, luciferase reporter, 44 h; Potency, µM (doses to about 41.8 µM), without a hit: top-dose activity change, negative = inhibition, hits mostly inhibitors; AID 651820, 2012; hit rate 3.4% among 340,000; also: potency is read from the fitted curve at half-maximal effect
#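 After 44 h co-culture of compound, cells and HCVcc-Cre (~0.5 moi), substrate is added for 15 min at room temperature and luciferase measured over 15 sec. Cells were seeded at 1,000/well and pre-cultured 4 h.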
# HCMV inh – qHTS Assay for inhibitors of the human cytomegalovirus (HCMV). HFF cells, HCMV-luciferase reporter, 72 h; hits give low values. activity change, negative = inhibition, % at 57.5 µM. hit rate 4.5% among 410,000; in the data active = activity change below about -60%; inconclusive = no clear call, values can overlap the other calls; inactive = above about -39%
#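 Cell-based, HFFs, 1000 cells/well, 16 h 37C; cpds in DMSO + HCMV-luc, MOI 1 PFU/cell; 72 h 37C; OneGlo luminescence after 5 min RT; norm. to buffer vs Salinomycin 10uM.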
# Sm TGR inh – qHTS Assay for the Inhibitors of Schistosoma Mansoni Peroxiredoxins. Schistosoma mansoni thioredoxin glutathione reductase (TGR), Q962Y6. purified TGR, DTNB reduction, TNB absorbance 405 nm. hit rate 3% among 360,000. Potency, µM (top dose mostly 114 µM), for inactives: at the highest dose activity change, negative = inhibition, most hits filed as inhibitors; also: potency is read from the fitted curve at half-maximal effect; nearly all actives have a fitted effect of over 60% in size
#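 TGR 20 nM + NADPH 100 uM (dispensed conc.), cpd preinc 15 min RT; start with NADPH (500 uM addition) then DTNB (15 mM addition). Kinetic TNB absorbance, 405 nm filter. Four-parameter Hill fit across titration.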
# AmpC no deterg – qHTS Inhibitors of AmpC Beta-Lactamase (assay without detergent). P00811. AID 485341, 2010. hit rate 0.52% among 330,000. AmpC nitrocefin hydrolysis, absorbance 480 nm, 0.0001% Triton. Potency, µM (top dose mostly 57.1 µM), for inactives: at the top dose activity change, negative = inhibition, most hits filed as inhibitors;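 also: potency is read from the fitted curve at half-maximal effect; plate controls were no compound for no effect and no enzyme for full effect; nearly all actives have a fitted effect of over 20% in size; some results filed as inactive show a strong effect at the top dose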
#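 20 mM phosphate pH 7.0 + 0.01% (detergent screen) or 0.0001% Triton X-100; 5.3 nM AmpC reagent; cpd preinc 15 min RT; nitrocefin (800 uM stock) to start; A480 q20 s × 4 min; Activity was normalised to no-enzyme and no-compound control wells.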
# The depositor's hits bear a star; ? = inconclusive; . = not tested or not shown; & = joins results of further samples; [ ] = remark or other dose. Unless noted, calls follow the shape of the dose curve; as a rule, active = well fitted curve in the direction sought with a large enough effect; inconclusive = small, poorly fitted or top-dose-only effect, or another doubt; inactive = no such curve, though single readings can be large; an effect the other way counts as inactive or inconclusive. Unless noted, % is scaled to controls: 0 for no effect and ±100 for the full control effect.
SMILES,Giardia FBPA inh,AmpC inh detg,HCV inhibitor,HCMV inh,Sm TGR inh,AmpC no deterg
N#C/C(=C\c1ccccc1)C(=O)N1CCC(C(N)=O)CC1,-5%,-7%,-10%,-16,-7%,-5%
O=C(NNC(=O)c1ccccc1[N+](=O)[O-])c1ccccc1[N+](=O)[O-],-6%,?,24%,0,0%,-17%
CCOC(=O)c1c(-c2cccs2)csc1NC(=O)CSc1ncn[nH]1,-3%,-14%,?,-23,2%,-13%
O=c1oc2ccccc2c(Nc2ccccc2)c1CN1CCCCC1,4%,-3%,-29%,?,-35%,-28%
COc1ccc(NC(=O)Nc2nc3c(s2)CCCC3)cc1,-3%,-1%,-29%,89,0%,-24%
CCN(CCO)c1nc(NCc2ccccc2)c2cnn(C)c2n1,2%,-12%,-13%,-33,-17%,16%
CC(C)c1ccc(C2NC(=O)NC3=C2CCc2ccccc23)cc1 (configuration not stated),?,-2%,?,9,?,-8%
Cc1ccc(-n2nnc3c(=O)n(CC(=O)NCc4ccco4)cnc32)cc1,-3%,-9%,-10%,1,-25%,-13%
CC(=O)NC1=NN(C(C)=O)C(C)(CCS(=O)(=O)c2ccc(Cl)c(Cl)c2)S1 (configuration not stated),0%,?,15%,-9,-17%,11%
CCOc1ccccc1C(=O)Nc1cc2c(cc1N1CCCCC1)n(C)c(=O)n2C,.,3%,.,-37,1%,.
COc1cc(NC(=O)CCCNC(=O)Cn2cnc3sc(C)c(C)c3c2=O)cc(OC)c1OC,-5%,-2%,2%,-7,10%,4%
COc1ccc(NC(=O)COC(=O)C2CC(=O)N(Cc3ccc(C)cc3)C2)cc1 (configuration not stated),8%,-3%,10%,-2,6%,51%
O=C/C(=C\Nc1ccc(S(=O)(=O)CCO)cc1)c1nc2cc(Cl)ccc2o1,-26%,?,-7%,14,1%,-21%[11.4 µM]
O=C(NCCc1ccco1)c1cc(COc2cccc(C(F)(F)F)c2)on1,.,6%,?,2,0%,-2%
COc1ccc(C(C)=O)cc1CSCC(=O)O,4%,2%,11%,-29,-19%,-10%
O=C1CSC(c2cn(-c3ccccc3)nc2-c2ccccc2)N1Cc1ccco1 (configuration not stated),-6%,31%[activator],?,-21,?,?
Cc1cc(C)c(S(=O)(=O)N(C2=NCCS2)S(=O)(=O)c2c(C)cc(C)cc2C)c(C)c1,8%,2%,4%,-8,0%,-34%
c1ccc(-c2nc3ccccc3nc2-c2ccccn2)nc1,?,-9%,-8%,3,-10%,-4%
COc1ccc(CC(=O)N/N=C/C=C/c2cccc([N+](=O)[O-])c2)cc1OC,0%,-2%,-23%,-15,-11%,6%
CC(C)c1nc2sc(C(=O)O)c(N)c2c2c1CCCC2,-8%,-1%,-26%,?,-27%,-53%
Cc1cc(=O)oc2cc(OCC(=O)N/N=C/c3ccccc3[N+](=O)[O-])ccc12,2%,-9%,10%,3,-1%,20%
CCNC(=O)N1CCNC(=O)C1CC(=O)Nc1ccc(C(=O)OCC)cc1 (configuration not stated),-3%,3%,11%,-1,4%,.
CCN(CC)S(=O)(=O)c1cc(NC(=O)Cc2n[nH]c(=O)c3ccccc23)ccc1C,2%,3%,?,?,1%,-42%
C=CCN1C(=NC(=O)COc2ccc(Cl)cc2)SC2CS(=O)(=O)CC21 (configuration not stated),-2%,-13%,1%,17,-4%,-10%
COc1ccc(-c2ccc3nnc(SCC(=O)NCC4CCCO4)n3n2)cc1 (configuration not stated),.,-15%,23%,11,2%,-9%
SMILES,Giardia FBPA inh,AmpC inh detg,HCV inhibitor,HCMV inh,Sm TGR inh,AmpC no deterg
CCCCNc1c(-c2cccc(-c3ccc(OC)cc3)c2)nc2cc(C)ccn12,.,.,11µM*,-102*,.,1%
COc1cc(OC)cc(C(=O)NCc2cccnc2)c1,3%,-4%,-10%,-25,1%,-4%
Cc1cc(C)c(S(=O)(=O)NCCc2sc(-c3cccnc3)nc2C)c(C)c1,.,-9%,.,-23,-10%,.
CN1CCN(c2c(F)cc([N+](=O)[O-])c(N)c2Br)CC1,8%,-5%,?,-26,-12%,-21%
COC(=O)c1cc(Cl)c(NC(=O)/C=C/c2ccc(OC)cc2)cc1OC,1%,?,?,3,-7%,-12%
O=C(c1ccccc1)N1CCN=C1SCc1ccc([N+](=O)[O-])cc1,4%,3%,4%,23,2%,-15%
CCCCn1c(C)nc2c(=O)n(C)c(=O)[nH]c21,?,8%,9%,3,-1%,-21%
Cc1onc(C(=O)NCc2ccccn2)c1[N+](=O)[O-],1%,8%,16%,-15,0%,-17%
O=C(CSc1nc(-c2ccccc2)ns1)N1CCOCC1,-8%,3%,18%,5,4%,-9%
Cc1cc(OCc2ccc(C(=O)Nc3ccc(C(=O)O)cc3)o2)ccc1Cl,-8%,-1%,-5%,81,-1%,-15%
COc1cccc(C(=O)Nc2cccc(OCc3cc(=O)n4cc(C)ccc4n3)c2)c1,.,-2%,.,-28,-4%,.
Cc1ccc(-c2c3c(=O)n(C)c(=O)n(C)c3c3c(-c4cccc(C)c4)nc4ccccc4n23)cc1,.,19%,.,9,-2%,.
Cc1ccccc1C(=O)NC(CC(C)C)C(=O)Nc1ccc(S(N)(=O)=O)cc1 (configuration not stated),1%,-9%,-3%,1,1%,-15%
NC(=O)Cn1nc([N+](=O)[O-])nc1Oc1ccccc1F,-13%,-3%,12%,13,-23%,-2%
CCN1CCN(c2nc(Nc3ccc(C)c(C)c3)nc(N)c2[N+](=O)[O-])CC1,6%,-3%,1%,-6,0%,-19%
Cc1cc[n+](Cc2ccccc2)c(N)c1,.,?,12%,-29,-6%,-12%
Cc1cc(Br)ccc1N1C(=O)CC(=O)NC1=O,17%,-18%,3%,6,-21%,9%
CCC(CO)NCc1sccc1C (configuration not stated),-2%,?,5%,10,-32%,-7%
O=C(Nc1oc2ccc(Cl)cc2c(=O)c1-c1ccc(F)cc1)c1ccco1,.,6%,9%,-28,-5%,-35%
C=CCN1C=C/C(=C\C=C(C#N)C#N)c2ccccc21,-5%,-15%,10µM*,-20,-10%,-14%
Cc1cccc(N2CCN(S(=O)(=O)c3cn(C)cn3)CC2)c1C,10%,-1%,5%,-34,1%,51%
CCOC(=O)COn1c(=O)c(-c2ccc(OC)c(OC)c2)[n+]([O-])c2ccccc21,?,-8%,13%,9,?,19%
Cc1cc(C(=O)CSc2nnnn2C)c(C)n1CCc1ccc(F)cc1,2%,-17%,7%,25,-3%,-2%
Cc1ccc(Cl)cc1NC(=O)C1CCCN(S(=O)(=O)c2c(C)noc2/C=C/N(C)C)C1 (configuration not stated),.,-15%,.,-9,1%,.
COc1ccc(C)cc1NC(=O)CC(=O)Nc1ccc2nc3n(c(=O)c2c1)CCCCC3,.,18%,.,-31,-1%,.
SMILES,Giardia FBPA inh,AmpC inh detg,HCV inhibitor,HCMV inh,Sm TGR inh,AmpC no deterg
CCCCCCC(=O)c1c(O)n(-c2ccccc2OC)c(=O)[nH]c1=O (tested in a mixture with another compound),10%,2%,2%,7,0%,-20%
N#CC1=C(N)N2C(=C(C#N)C13CCCCC3)SC1CCCCC12O (configuration not stated),-9%,5%,?,-5,1%,-26%
Cc1cc(-c2nnc(SCC(=O)Nc3cccc(Cl)c3)n2N)n[nH]1,.,-5%,3%,-36,-3%,-2%
CCc1nnc(NC(=O)CSc2n[nH]c(-c3ccccc3O)n2)s1,-14%,2%,11%,15,17%,-12%
O=S(=O)(c1ccccc1)N1CCC2(CC1)OCCO2,5%,-9%,6%,-40,-5%,-8%[2.29 µM]
CN(c1nc2ccccc2[nH]c1=O)C1CCCCC1,3%,-4%,6%,?,-2%,-30%
CC(C)(C)C(=O)/C=C1\NC(=O)CS1,0%,8%,4%,14,-1%,-27%
O=C(Cc1nc2ccccc2[nH]1)c1cccc([N+](=O)[O-])c1,-19%,4%,11µM*,-17,-18%,-36%
COc1ccc(OCC(=O)OC2CCCN(C)C2)cc1 (configuration not stated),-7%,0%,9%,29,13%,-8%
O=c1cc(-c2ccccc2Cl)oc2cc(O)cc(O)c12,0%,-12%,-2%[8.37 µM],96,-3%,-24%
COc1ccc(C(=O)NCC(=O)OCC(=O)NCCC2=CCCCC2)cc1,1%,-1%,22%,?,7%,0%
CC(=O)N1c2c(cc(Br)cc2S(=O)(=O)N2CCCCC2)CC1C (configuration not stated),10%,3%,-11%,0,-8%,51%
CCOC(=O)c1ccccc1NC(=O)COc1cc(=O)n(CC)c2ccccc12,1%,14%&-5%,-1%,4&54,-10%&-10%,2%
COc1cc(S(=O)(=O)Nc2cccc(C)c2)ccc1N=Cc1c(C)[nH]n(-c2ccccc2)c1=O,2%,-9%,0%,.,-10%,-32%
Cc1cccc(CN2CCN(c3ccc(Cl)cc3)CC2)c1,?,?,-13%,24,4%,-11%[11.4 µM]
COCCn1c(SCC(=O)N2CCCCCC2)nc2c([nH]c3ccccc32)c1=O,.,1%,6%,19,-19%,-20%
